Source: PubChem (several laboratories)
NPY-Y2 antag = NPY-Y2 receptor antagonists, primary screen, cell-based. Neuropeptide Y receptor type 2 (Homo sapiens), P49146. NPY-Y2 expressing cells, antagonist mode. inhibition, % at 2.7 µM. hit rate 0.99% among 140,000. AID 793, 2007; in the data active = inhibition above about 17%;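 note: 0% = vehicle with agonist challenge and 100% = reference antagonist with challenge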
Target sequence (P49146 whole entry, looked up): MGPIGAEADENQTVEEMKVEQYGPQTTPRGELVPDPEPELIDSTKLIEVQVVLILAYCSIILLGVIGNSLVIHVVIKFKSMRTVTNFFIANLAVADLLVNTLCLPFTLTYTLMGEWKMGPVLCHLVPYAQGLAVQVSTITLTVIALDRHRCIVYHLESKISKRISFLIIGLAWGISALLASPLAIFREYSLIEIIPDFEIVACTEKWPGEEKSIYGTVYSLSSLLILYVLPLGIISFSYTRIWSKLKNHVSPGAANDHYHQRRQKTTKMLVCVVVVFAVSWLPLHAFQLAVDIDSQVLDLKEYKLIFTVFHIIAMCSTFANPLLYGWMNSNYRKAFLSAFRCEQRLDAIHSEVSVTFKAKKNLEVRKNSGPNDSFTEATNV
Measles CPE = compounds protecting cells from measles virus cytopathic effect, primary screen, measles RdRp inhibitor project, single point, MLSMR library, absorbance; protection (pct of control), % at 4 µM; AID 841, 2007; hit rate 1.5% among 140,000; Measles virus-infected cells, CPE protection; in the data active = protection mostly above about 24%, no sharp cut-off; inactive = mostly below about 26%; note: some compounds called inactive have numbers as strong as hits
E-sel TNF inh = E-selectin induction blockers in HUVEC – imaging, immunofluorescence, high content, primary screen; HUVEC TNFa-induced E-selectin immunofluorescence; inhibition, % at 2 µM; hit rate 0.71% among 120,000; AID 1246, 2008;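 active = inhibition above the batch mean plus 3 SD, and confirmed as a hit on visual image review, cut at about 43% in these data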;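 note: 0% = TNF-stimulated DMSO wells and 100% = unstimulated control wells; not every result past the cut was called active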
HCT116 PTEN-null = growth suppression of PTEN-null HCT116, primary screen, cell-based, CellTiter-Glo; HCT116 PTEN-null viability, 60 h; active compounds read low; viability, % at 10 µM; hit rate 1.2% among 140,000; AID 827, 2007;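 active = viability at or below a set limit, 4 SD under the median of all tested compounds, cut at about 3.7% in these data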;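 note: PTEN knockout HCT116 line with beta catenin targeted HCT116 as companion control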
Yeast lifespan up = compounds extending yeast replicative lifespan, primary screen, S. cerevisiae, OD615 | inhibition of the nicotinamide effect, % at 10 µM | S. cerevisiae growth with nicotinamide; deaD strain in restrictive glucose medium | hit rate 0.68% among 130,000 | AID 775, 2007;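 active = inhibition above a set limit, placed 3 SD over the median of all compounds, cut at about 26% in these data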;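 note: 0% = nicotinamide-treated wells and 100% = cells grown without nicotinamide; some compounds called inactive have numbers as strong as hits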
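Test system – modified budding yeast, DeaD strain · Compound – single dose 10 µM compound, 0.25% DMSO · Times – culture preincubation 4 h, compound exposure 48 h, both 30 °C · Detection – optical density (absorbance) at 615 nm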
BB579 growth dn = growth inhibitors of yeast BB579 in restrictive medium, primary screen, yeast lifespan-shortening project, S. cerevisiae | OD615, 48 h | inhibition, % at 10 µM | hit rate 0.51% among 140,000;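 active = inhibition above a set limit, 3 SD over the mean compound inhibition, cut at about 44% in these data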; note: inactives centre near -24
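System: DeaD yeast strain BB579; buffer or medium: CSMM-D dextrose restrictive medium; technique: OD at 615 nm; schedule: 4 h cell preincubation, 48 h compound exposure, 30 °C humidified; doses: single 10 µM dose; controls: amphotericin B 10 µg/mL, positive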
Phagocytosis inh = inhibitors of macrophage phagocytosis, primary screen, imaging, J774A.1 cells, IgG beads; J774A.1 macrophage IgG-bead phagocytosis; inhibition, % at 5 µM; hit rate 0.07% among 110,000;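 active = inhibition above the mean of the plate negative controls plus 5 SD, cut at about 13% in these data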;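 note: phagocytic index as fraction of beads internalized from green versus red external bead signal; plate controls were DMSO negative control for no effect and cytochalasin-D positive control for full effect; some results beyond the cut were filed as inactive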
MRP1 act = H69AR viability gain despite doxorubicin, primary screen, MRP-1 activator project, H69AR cells, CellTiter-Glo; viability rescue; viability increase, % at 10 µM; hit rate 0.61% among 140,000;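 active = viability gain under doxorubicin at or above a set limit, the compound median plus 3 SD, cut at about 4.7% in these data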;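 note: MRP-1 overexpressing cells given doxorubicin 25 µM after compound pretreatment; 18-22 h compound pretreatment then 72 h with doxorubicin before readout; 0% = doxorubicin-only wells and 100% = vehicle-treated cells without doxorubicin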
GALR2 antag = GALR2 antagonists in receptor-expressing cells, primary screen; Galanin receptor type 2 (Homo sapiens), O43603; antagonist mode; inhibition, % at 4 µM; hit rate 0.39% among 140,000; AID 828, 2007; in the data active = inhibition above about 27%;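 note: cells stimulated with galanin 1-16 at roughly its EC80; 0% = agonist challenge control and 100% = basal control without agonist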
Target sequence (O43603 whole entry, looked up): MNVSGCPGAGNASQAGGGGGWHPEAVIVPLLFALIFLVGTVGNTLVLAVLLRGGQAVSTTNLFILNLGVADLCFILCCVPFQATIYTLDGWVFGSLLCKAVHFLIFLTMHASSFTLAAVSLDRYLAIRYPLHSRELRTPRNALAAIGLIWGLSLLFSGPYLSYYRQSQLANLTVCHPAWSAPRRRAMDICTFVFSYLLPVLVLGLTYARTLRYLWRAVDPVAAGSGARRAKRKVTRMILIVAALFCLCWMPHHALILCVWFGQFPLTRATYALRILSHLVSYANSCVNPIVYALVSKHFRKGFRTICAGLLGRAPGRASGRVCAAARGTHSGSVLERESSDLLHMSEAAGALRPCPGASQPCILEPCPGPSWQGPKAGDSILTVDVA
bCat KO growth = primary screen for growth suppressors in beta-catenin knockout HCT116 cells (colon tumor, human). HCT116 beta-catenin knockout viability, CellTiter-Glo, 60 h; active compounds read low. viability, % at 10 µM. hit rate 1.5% among 140,000. AID 818, 2007;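 active = viability at or under a set limit, the compound median less 4 SD, cut at about 6% in these data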;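 note: 0% = Hyamine 1622 control at 20 µM and 100% = untreated cell control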
Active calls of the source: *; · = not tested or not shown.

SMILES | NPY-Y2 antag | Measles CPE | E-sel TNF inh | HCT116 PTEN-null | Yeast lifespan up | BB579 growth dn | Phagocytosis inh | MRP1 act | GALR2 antag | bCat KO growth
Cc1cc(C)nc(N(C#N)CCOc2ccccc2)n1 | 2 | 22 | 0 | 78 | -18 | -7 | -1 | -0.3 | -5 | 87
CCOC(=O)CNC(=O)c1ccc2[nH]c3c(c2c1)CCCC3 | -2 | 8 | · | 101 | -15 | -23 | 0 | 0.3 | 7 | 92
Cc1c(Cc2c(C)n(C)n(-c3ccccc3)c2=O)c(=O)n(-c2ccccc2)n1C | 0 | 25 | -10 | 94 | 0 | -6 | 18 | -1.3 | -2 | 90
CCOC(=O)C1CCCN(C(=O)Nc2cccc(Cl)c2)C1 (configuration not stated) | 5 | 9 | 8 | 80 | 9 | -44 | -2 | -0.8 | -14 | 84
CCCn1nc(C(=O)Oc2ccc3c(C)cc(=O)oc3c2)c2ccccc2c1=O | -2 | 15 | · | 99 | 9 | -25 | · | -2.4 | 21 | 93
Cc1ccc(C(=O)NCCc2csc(-c3cccnc3)n2)cc1 | -1 | 10 | 5 | 112 | -14 | -39 | 0 | 0.5 | -1 | 107
Cc1c(C(c2cccc(O)c2)c2c(C)n(C)n(-c3ccccc3)c2=O)c(=O)n(-c2ccccc2)n1C | 1 | 11 | · | 98 | -2 | -17 | -5 | -1.1 | 0 | 88
CCCCN(CC)C(=O)c1cc2cc3ccc(OC)cc3nc2o1 | 2 | 11 | -15 | 59 | -8 | -36 | 0 | -1.7 | -2 | 62
COc1ccc(C(=O)Nc2ccc(S(=O)(=O)NC(C)C)cc2)cc1 | -1 | 1 | -8 | 92 | 9 | -1 | 1 | 0.1 | -7 | 86
O=C(CSc1nnc(C2CC2)n1-c1ccccc1)NCCc1ccc(F)cc1 | 0 | 7 | -17 | 98 | -6 | 4 | 1 | -3.0 | -9 | 96
O=C(C1CCCN(S(=O)(=O)c2cccc3nsnc23)C1)N1CCc2ccccc21 (configuration not stated) | 2 | 5 | · | 63 | -1 | -52 | -1 | -2.8 | 9 | 78
O=C(Cn1nnc(-c2ccc(CN3CCOCC3)cc2)n1)N1CCCc2ccccc21 | -2 | 14 | -21 | 104 | -2 | -46 | 0 | 0.2 | -9 | 100
Cc1c(N2C(=O)c3ccc(F)cc3C2=O)c(=O)n(-c2ccccc2)n1C | 0 | 2 | 4 | 101 | · | -6 | · | -1.2 | -2 | 92
COc1ccc(C(=O)Nc2c(Cl)cc(Cl)cc2C(=O)NCCN2CCOCC2)cc1 | 2 | 9 | -8 | 91 | · | 4 | · | -3.6 | 6 | 89
COC(=O)c1c(NC(=O)c2ccccc2)sc2c1CC(C)(C)OC2 | 4 | 9 | -6 | 90 | -1 | -19 | · | -1.7 | -13 | 88

Given as comma-separated lines: part of the list above.
mol,NPY-Y2 antag,Measles CPE,E-sel TNF inh,HCT116 PTEN-null,Yeast lifespan up,BB579 growth dn,Phagocytosis inh,MRP1 act,GALR2 antag,bCat KO growth
Cc1ccc(C(=O)NCCc2csc(-c3cccnc3)n2)cc1,-1,10,5,112,-14,-39,0,0.5,-1,107
Cc1c(C(c2cccc(O)c2)c2c(C)n(C)n(-c3ccccc3)c2=O)c(=O)n(-c2ccccc2)n1C,1,11,·,98,-2,-17,-5,-1.1,0,88

New compounds follow
SMILES | NPY-Y2 antag | Measles CPE | E-sel TNF inh | HCT116 PTEN-null | Yeast lifespan up | BB579 growth dn | Phagocytosis inh | MRP1 act | GALR2 antag | bCat KO growth
CCCSc1nn2c(=O)c3ccccc3nc2s1 | 1 | 4 | 7 | 89 | -6 | 15 | 0 | -3.0 | -6 | 86
Cn1c2c(c(=O)n(C)c1=O)C(C(F)(F)F)(C(F)(F)F)N=C(c1ccccc1Cl)N2 | -1 | 12 | 20 | 93 | 3 | -13 | 0 | -0.8 | -7 | 84
COC(=O)c1cc(Br)c(=O)n(-c2ccc(F)cc2)c1 | 2 | 12 | 7 | 108 | -9 | -47 | -1 | 0.7 | -2 | 100
O=C(NC1CCCCC1)C(c1ccc(F)cc1)N(Cc1ccc2c(c1)OCO2)C(=O)c1cnsn1 (configuration not stated) | 0 | 4 | -14 | 102 | · | -27 | · | -2.5 | -12 | 80
Cc1ccc(S(=O)(=O)Nc2ccc3c(c2)ncn3C(C)(C)C)cc1 | -1 | 4 | 1 | 91 | -5 | -38 | 0 | 0.5 | -38 | 92
CC1=CC(=O)C=CC1(C)C(Cl)(Cl)Cl (configuration not stated) | 1 | 11 | · | 107 | 0 | -23 | · | -2.0 | 0 | 105
CCn1nnnc1SCC(=O)c1cc(OC)ccc1OC | 1 | 15 | -1 | 97 | -10 | -22 | -1 | 1.8 | -12 | 98
CC(C)NC(=O)C1CCN(C(=O)c2cc3sccc3n2Cc2ccc(F)cc2)CC1 | 0 | 6 | · | 79 | -7 | -50 | -1 | -0.2 | 9 | 77
CC(C)(C)c1nnc2sc(SCC(=O)c3ccccc3)nn2c1=O | 5 | 4 | -1 | 98 | -7 | -43 | 1 | -1.5 | 2 | 90
Cc1nnc(NC(=O)COc2ccccc2)s1 | 4 | 12 | 1 | 117 | -8 | -38 | 0 | 5.1* | -5 | 105
O=C(CCl)Nc1cccc2ncccc12 | -1 | 32 | · | 56 | 0 | 16 | -9 | -4.5 | 6 | 50
CCOC(=O)c1ccc(NC(=O)C2CC2)cc1 | 1 | 5 | -23 | 113 | -10 | -8 | 0 | 2.5 | 10 | 98
CCOc1cc(/C=N/O)ccc1OCc1ccccc1F | 8 | 37* | 7 | 95 | -9 | -41 | -8 | -2.2 | -4 | 94
Cc1ccc(S(=O)(=O)NCCc2nnc3ccc(SCC(=O)Nc4nc(C)cs4)nn23)cc1 | 2 | 19 | 2 | 111 | 6 | -57 | -4 | -1.4 | -2 | 95
CC1=C(C(=O)Nc2cc(C)ccc2C)C(c2cccs2)NC(=S)N1 (configuration not stated) | 1 | 8 | -16 | 90 | 1 | -14 | · | -1.7 | -1 | 99
Cc1ccc(S(=O)(=O)N2CCC(=O)N(C(COCc3cccc(Cl)c3)C(C)C)CC2)cc1 (configuration not stated) | 5 | 15 | 1 | 73 | 4 | -34 | · | -2.3 | -8 | 80
CCOC(=O)C(C(=O)OCC)C(Nc1cccc(Br)c1)c1ccccc1 (configuration not stated) | 4 | 31* | 15 | 1.6* | 29 | 1 | -1 | -6.5 | 18 | 3.5*
CCOc1nc2ccccc2nc1C | 1 | 2 | 6 | 96 | -10 | 18 | -2 | -2.4 | 0 | 98
c1ccc(-c2ccccn2)nc1 | 0 | 74 | · | 93 | 6 | -49 | · | -1.1 | 2 | 92
CCOc1ccc(C2CC(=O)NC(SCC(=O)OC)=C2C#N)cc1 (configuration not stated) | 0 | 4 | · | 92 | -2 | -78 | 0 | 0.1 | -11 | 87
CCC(=O)N(Cc1cc2cc(OC)ccc2[nH]c1=O)c1ccccc1C | -2 | 8 | · | 86 | -9 | -17 | 4 | -2.5 | -10 | 90
Cc1csc2nc(CNC(=O)c3cccc(C(F)(F)F)c3)cn12 | 2 | 8 | · | 103 | 0 | -30 | 0 | -0.2 | 0 | 93
c1cn(CCCNc2ncnc3sc4c(c23)CCC4)cn1 | 1 | 31 | · | 88 | -6 | -41 | -1 | -2.6 | -6 | 103
CCN(c1ccccc1)c1cc(C)nc2ncnn12 | 5 | 36 | -16 | 97 | 0 | 7 | · | -2.6 | 5 | 93
O=C(NN1CCOCC1)C12CC3CC(CC(C3)C1)C2 | 1 | 7 | · | 106 | -3 | -32 | -9 | 0.1 | 12 | 103
CN1C(=O)C2(Oc3ccccc3C3CC(c4ccccc4)=NN32)c2ccccc21 (configuration not stated) | 4 | 7 | -17 | 57 | -6 | -29 | 1 | -3.2 | 9 | 62
O=C(c1ccc(S(=O)(=O)N2CCCCCC2)cc1)N1CCN(c2ccccn2)CC1 | 0 | 6 | -1 | 80 | -4 | 4 | 5 | -4.2 | -6 | 96
COc1ccc(NC(=O)C2CC(=O)n3ncnc3N2)cc1 (configuration not stated) | -1 | 1 | 19 | 94 | -29 | -10 | -2 | -1.6 | -10 | 91
Cc1nc(NNC(=O)c2ccc([N+](=O)[O-])cc2)cc(-c2ccccc2)n1 | 2 | 19 | 19 | 84 | -2 | -63 | -1 | -0.3 | -1 | 85
COc1ccc(OC)c(Nc2nc3nonc3nc2N2CCCC(C)C2)c1 (configuration not stated) | 3 | 28 | 16 | 95 | 1 | -37 | -9 | -2.4 | 0 | 96
CC(c1ccco1)N(C(=O)COc1ccccc1[N+](=O)[O-])c1ccccn1 (configuration not stated) | 3 | 21 | 21 | 87 | 4 | -47 | 0 | -2.5 | -7 | 89
COCCN1Cc2cccc(C(=O)Nc3cccc(C)c3C)c2C1=O | 2 | 3 | · | 98 | -4 | -32 | -1 | -1.9 | 6 | 93
CCOC(=O)c1[nH]c2ccc(OC)cc2c1NS(=O)(=O)c1ccc(Cl)s1 | 4 | 6 | 6 | 83 | -1 | -9 | -4 | -1.6 | -3 | 85
Cn1c(N)c(C(=O)COC(=O)C2(c3ccc(Cl)cc3)CCCC2)c(=O)n(C)c1=O | 0 | 7 | -24 | 63 | -5 | -33 | 0 | 0.3 | -16 | 87
COc1ccc(Cc2nnc(SCC(=O)c3ccccc3)o2)cc1 | 10 | 7 | 12 | 30 | -34 | -46 | 1 | -1.1 | -7 | 31
N#C/C(=C\C=C\c1ccccc1[N+](=O)[O-])c1nc(-c2ccc3c(c2)OCO3)cs1 | 0 | 2 | -32 | 88 | -6 | -58 | 0 | 0.6 | 2 | 88
CCc1ccc2c(c1)C1(SC(NC(C)=O)=NN1C(C)=O)C(=O)N2C(C)C (configuration not stated) | 0 | · | 24 | 98 | -5 | -11 | 4 | -0.7 | -9 | 90
C=C(C)Cc1c(C)nc(-c2ccccc2)[nH]c1=O | 2 | 3 | -11 | 96 | -6 | -23 | · | -2.5 | -2 | 104
COc1ccc(C(=O)OCCNC(=O)c2c(Cl)nc3ccccn23)cc1 | 6 | 7 | 60* | 64 | -20 | -51 | -1 | 0.4 | -7 | 67
Cc1ccc(S(=O)(=O)NC(CC(C)C)C(=O)Oc2ccc3c4c(c(=O)oc3c2)CCC4)cc1 (configuration not stated) | 3 | 26 | · | 103 | -28 | -28 | · | -2.7 | 0 | 111
CNC(=O)c1cc(S(=O)(=O)N(C)C)ccc1Cl | -1 | 2 | 9 | 90 | -7 | -13 | -5 | -1.3 | 1 | 78
Cc1ccc2c(c1)N1C(=O)c3ccccc3C1C1=C(CC(C)(C)CC1=O)N2 (configuration not stated) | 2 | 6 | -25 | 90 | · | 3 | · | -4.5 | 3 | 89
CC(C)CCOc1cccc(OCC(=O)N(C)C2CCS(=O)(=O)C2)c1 (configuration not stated) | 1 | 9 | -3 | 83 | -9 | -27 | -1 | -0.9 | 7 | 84
